Compound activity deposited in PubChem BioAssay by National Center for Advancing Translational Sciences (NCATS).
AmpC inh no detg: qHTS Inhibitors of AmpC Beta-Lactamase (assay without detergent); Potency, µM (doses to about 57.1 µM), for the others: at the highest dose activity change, negative = inhibition, usual class: inhibitors; hit rate 0.52% among 330,000; AmpC nitrocefin hydrolysis, absorbance 480 nm, 0.0001% Triton; AID 485341, 2010; P00811;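 note: potency is the fitted concentration of half-maximal effect; plate controls were no compound for no effect and no enzyme for full effect; nearly all actives have a fitted effect of over 20% in size; some results filed as inactive show a strong effect at the top dose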
Target sequence (P00811 whole entry, looked up): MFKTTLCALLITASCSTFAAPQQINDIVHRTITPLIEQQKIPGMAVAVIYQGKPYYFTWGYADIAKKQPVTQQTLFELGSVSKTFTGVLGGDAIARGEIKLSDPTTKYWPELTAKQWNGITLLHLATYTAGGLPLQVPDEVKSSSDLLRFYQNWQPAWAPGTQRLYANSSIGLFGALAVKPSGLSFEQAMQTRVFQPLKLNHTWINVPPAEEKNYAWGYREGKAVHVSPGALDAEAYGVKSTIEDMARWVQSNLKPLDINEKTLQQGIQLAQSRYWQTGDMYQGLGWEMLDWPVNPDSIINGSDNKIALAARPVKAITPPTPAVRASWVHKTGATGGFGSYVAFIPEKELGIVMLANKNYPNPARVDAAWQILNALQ
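AmpC (5.3 nM in the dispensed reagent) in 20 mM phosphate pH 7.0 with 0.01% (detergent screen) or 0.0001% Triton X-100 was preincubated with compounds for 15 min at room temperature. Nitrocefin was then added from an 800 uM solution, and hydrolysis was followed at 480 nm.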
FBPA Giardia inh: qHTS Assay for Inhibitors of Fructose-1,6-bisphosphate Aldolase from Giardia Lamblia; A8B2U2; purified Giardia FBPA; Potency, µM (series often up to 59.6 µM), for inactives: at the highest dose activity, negative = inhibition, hits mostly inhibitors; hit rate 0.71% among 290,000; AID 2451, 2010; note: potency is the fitted concentration of half-maximal effect; nearly all actives have a fitted effect of over 55% in size
Target sequence (A8B2U2 whole entry, looked up): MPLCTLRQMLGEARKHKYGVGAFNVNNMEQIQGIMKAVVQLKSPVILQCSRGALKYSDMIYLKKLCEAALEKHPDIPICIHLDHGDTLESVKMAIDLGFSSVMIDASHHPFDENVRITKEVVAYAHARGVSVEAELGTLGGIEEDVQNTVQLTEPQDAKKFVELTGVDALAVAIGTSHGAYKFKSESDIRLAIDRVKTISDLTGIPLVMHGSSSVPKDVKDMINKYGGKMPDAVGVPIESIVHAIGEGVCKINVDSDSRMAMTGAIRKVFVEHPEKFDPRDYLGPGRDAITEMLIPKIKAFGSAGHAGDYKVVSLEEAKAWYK
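40 nM FBPA preincubated 10 min at RT with compound (up to 57.5 uM final), then substrate plus GAPDH/TPI/NAD/arsenate coupling and diaphorase/resazurin added. Fluorescence read after 20 min at RT, 525/598 nm.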
HCMV inh: qHTS Assay for inhibitors of the human cytomegalovirus (HCMV). hit rate 4.5% among 410,000. activity change, negative = inhibition, % at 57.5 µM. HFF cells, HCMV-luciferase reporter, 72 h; hits give low values. AID 1259415, 2018; in the data active = activity change below about -60%; inconclusive = no clear call, values can overlap the other calls; inactive = above about -39%
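Inhibition of viral replication was scored as loss of reporter luminescence in HFFs infected with HCMV-luciferase (MOI 1 PFU/cell) for 72 h; compounds tested at 2 doses, normalized to buffer and Salinomycin controls.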
HCV inhibitor: qHTS Assay for Inhibitors of Hepatitis C Virus (HCV) | hit rate 3.4% among 340,000 | Huh7.5.1 HCVcc-Cre infection, luciferase reporter, 44 h | Potency, µM (titrated, usually from 41.8 µM), for inactives: top-dose activity change, negative = inhibition, hits mostly inhibitors; note: potency is the fitted concentration of half-maximal effect
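Infectious HCVcc-Cre (~0.5 moi) was added to cells just after compound, with cells seeded 4 h earlier at 1,000 per well. Luciferase activity after 44 h culture reported infection; substrate was incubated 15 min at room temperature before reading.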
AmpC inh detg: qHTS Inhibitors of AmpC Beta-Lactamase (assay with detergent); Potency, µM (titrated, usually from 114 µM), for inactives: at the top dose activity change, negative = inhibition, actives largely listed as inhibitors; AID 485294, 2010; hit rate 0.041% among 370,000; P00811; AmpC hydrolysis of nitrocefin, absorbance 480 nm, 0.01% Triton;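 note: potency is the fitted concentration of half-maximal effect; 0% = no-compound wells and -100% = no-enzyme wells; nearly all actives have a fitted effect of over 25% in size; some results filed as inactive show a strong effect at the top dose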
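AmpC (5.3 nM in the dispensed reagent) in 20 mM phosphate pH 7.0 with 0.01% (detergent screen) or 0.0001% Triton X-100 was preincubated with compounds for 15 min at room temperature. Nitrocefin was then added from an 800 uM solution, and hydrolysis was followed at 480 nm.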
Sm TGR block: qHTS Assay for the Inhibitors of Schistosoma Mansoni Peroxiredoxins; Schistosoma mansoni thioredoxin glutathione reductase (TGR), Q962Y6; purified TGR, DTNB reduction, TNB absorbance 405 nm; Potency, µM (doses to about 114 µM), for inactives: top-dose activity change, negative = inhibition, actives largely listed as inhibitors; hit rate 3% among 360,000; note: potency is the fitted concentration of half-maximal effect; nearly all actives have a fitted effect of over 60% in size
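TGR 20 nM + NADPH 100 uM (dispensed conc.), cpd preinc 15 min RT; start with NADPH (500 uM addition) then DTNB (15 mM addition). Kinetic TNB absorbance, 405 nm filter. Four-parameter Hill fit across titration.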
Active calls of the source: *; ? = inconclusive; nt = not tested or not shown; & = joins results of further samples; [ ] = remark or other dose. Unless noted, calls come from the whole dose curve; as a rule, active = well fitted curve in the direction sought with a large enough effect; inconclusive = small, poorly fitted or top-dose-only effect, or another doubt; inactive = no such curve, though single readings can be large; an effect the other way counts as inactive or inconclusive. Unless noted, % is set by controls: 0 for no effect and ±100 for the full control effect. Random draw from the library; any-hit rate near 9.9%.

Compound	FBPA Giardia inh	AmpC inh detg	HCMV inh	AmpC inh no detg	Sm TGR block	HCV inhibitor
Cc1cc(C)cc(Oc2ccc(-c3nnc(-c4ccccc4)o3)cc2[N+](=O)[O-])c1	4%	-3%	?	-20%	-7%	-3%
COCCn1nnnc1C(C(C)C)N1CCC(Cc2ccccc2)CC1 (centres undefined)	-23%	-13%	19	95%[activator]	7%	-13%
C(=C\c1nnc2c3ccccc3ncn12)/c1ccccc1	-17%	-6%	?	?	-5%	?
CCc1cccc(NC(=O)C(NC(=O)C2CCCCC2)C(C)C)c1 (centres undefined)	4%	?	0	-21%	2%	4%
COc1ccc(NC(=O)Nc2cnccn2)cc1	-1%	3%	-20	-16%	-2%	8%
COc1ccc(CCNC(=O)C2CCCN2S(=O)(=O)c2ccc(F)cc2)cc1OC (centres undefined)	3%	-1%	4	25%	-4%[57.1 µM]	18%
CCC(=NCC1CCCO1)c1c(O)n(-c2ccc(Cl)cc2)c(=O)[nH]c1=O (centres undefined)	4%	?	-6	-10%	0%	-6%
CC1=C(C(=O)c2ccccc2)C(c2cccc([N+](=O)[O-])c2)NC(=S)N1 (centres undefined)	0%	-2%	?	-49%	-12%	?
CCC1CCCCN1C(=S)NC(=O)c1cc(S(=O)(=O)N2CCOCC2)ccc1C (centres undefined)	?	-3%	-33	26%	-8%	4%
NC(=NCCc1ccccc1)NS(=O)(=O)c1cccs1	1%	9%	-9	-2%	5%	5%
O=C(CCCc1c[nH]c2ccccc12)N1CCN(S(=O)(=O)c2cccs2)CC1	0%	0%	-7	-13%	-14%	13µM*
CC1=NN(c2ccccc2)C(=O)C1N=Nc1ccccc1 (centres undefined)	?	-6%	63	-20%	-10%	3%
O=C(NC1(C(F)(F)F)C(=O)Nc2c1c(=O)[nH]c(=O)n2Cc1ccco1)C1CC1 (centres undefined)	-3%	?	22	-18%	-3%	2%
COc1cccc(C2C(=O)N(C3CCCCC3)CC(=O)N2CCc2ccc(OC)c(OC)c2)c1 (centres undefined)	nt	6%	105	nt	11%	nt
CCCCc1ccc(NC(=O)c2cnccn2)cc1	1%	2%	-33	-1%	5%	-7%
C=CCC(NCc1ccccc1)c1ccc(OC)cc1 (centres undefined)	14µM*	?	-15	-11%	2%	-15%
CCN1CCN(c2nc(Nc3cccc(C)c3)nc(N)c2[N+](=O)[O-])CC1	3%	0%	26	-23%	-2%	?
CC/C(O)=C(/C#N)c1nnc2n1CCCCC2	-16%	-10%	16	-16%	-1%	3%
CCOc1ccc(NS(=O)(=O)c2ccc(C(=O)NCc3ccncc3)cc2)cc1	nt	?	-22	-13%	-7%	7.1µM*
CCOC(=O)N1CCN(C(=S)NC(=O)c2ccnn2C)CC1	?	4%	-33	-32%	-1%	15%

Single records, from the list above.
COc1cccc(C2C(=O)N(C3CCCCC3)CC(=O)N2CCc2ccc(OC)c(OC)c2)c1 (centres undefined) as listed: FBPA Giardia inh = nt; AmpC inh detg = 6%; HCMV inh = 105; AmpC inh no detg = nt; Sm TGR block = 11%; HCV inhibitor = nt
CC/C(O)=C(/C#N)c1nnc2n1CCCCC2 as listed: FBPA Giardia inh = -16%; AmpC inh detg = -10%; HCMV inh = 16; AmpC inh no detg = -16%; Sm TGR block = -1%; HCV inhibitor = 3%

The main list resumes, repeating the five entries before the break.
Compound	FBPA Giardia inh	AmpC inh detg	HCMV inh	AmpC inh no detg	Sm TGR block	HCV inhibitor
C=CCC(NCc1ccccc1)c1ccc(OC)cc1 (centres undefined)	14µM*	?	-15	-11%	2%	-15%
CCN1CCN(c2nc(Nc3cccc(C)c3)nc(N)c2[N+](=O)[O-])CC1	3%	0%	26	-23%	-2%	?
CC/C(O)=C(/C#N)c1nnc2n1CCCCC2	-16%	-10%	16	-16%	-1%	3%
CCOc1ccc(NS(=O)(=O)c2ccc(C(=O)NCc3ccncc3)cc2)cc1	nt	?	-22	-13%	-7%	7.1µM*
CCOC(=O)N1CCN(C(=S)NC(=O)c2ccnn2C)CC1	?	4%	-33	-32%	-1%	15%
CC(C)NC(=O)Cn1cc(C(=O)c2ccccc2)c2ccccc21	12%	?	96	-9%	-5%	-6%
COc1ccccc1NC(=O)c1ncoc1-c1ccco1	nt	1%	13	nt	-3%	nt
COc1ccc(CN2CCN(C3CCC3)CC2CCO)c(C)c1C (centres undefined)	1%	?	39	8%	-16%	-2%
CCc1ccc(NC(=O)CSc2n[nH]c(=O)n2C2CC2)cc1	nt	-15%	-16	-19%	-3%	-4%
COc1ccc(C=C2C(=O)N(C)C(=O)N(C)C2=O)cc1COc1ccc(NC(C)=O)cc1	-20%	0%	-5	-13%	-34%	3%
CC1=CC(C)(C)N(S(=O)(=O)c2ccc(F)cc2)c2ccccc21	-1%	2%	-29	-18%	-9%	9%
CCOC(=O)C1(CCCCCCOc2ccc(Cl)cc2)CO1 (centres undefined)	10%	-3%	nt	0%	2%	nt
COC(=O)c1ccccc1NC(=O)CN(C)Cc1ccccc1	0%	?	-33	-14%[11.4 µM]	-6%	?
Cc1cccn2cc(CNC(=O)C3CCCCC3)nc12	1%	?	2	-22%	-3%	7%
CCn1c(C(=O)NCc2ccc(C)cc2)cc2sc(Cl)cc21	nt	21%	?	nt	10%	nt
CSc1nnc(C(C)(C)C)c(=O)n1/N=C/c1ccccc1	0%	-4%	-35	14%	-15%	-8%
CC(=O)NC1(c2ccc(F)cc2)CCN(C(=O)c2c(F)cccc2F)CC1	3%	8%	-12	1%	2%	34%[activator]
COc1ccccc1C(=O)NC1(C(F)(F)F)C(=O)Nc2c1c(=O)[nH]c(=O)n2CCc1ccccc1 (centres undefined)	nt	21%	-10	nt	7%	nt
COc1ccc(OC)c(NS(=O)(=O)c2ccc(NC(=O)C3COc4ccccc4O3)cc2)c1 (centres undefined)	-2%	-12%	?	-24%	-23%	?
CC(Cc1cccs1)NCc1ccc(Cl)cc1 (centres undefined)	3%	?	62	-27%	2%	2%
CC[N+](CC)(CC#Cc1ccccc1)CC#Cc1ccccc1	1%	-4%	-30	23%	4%	-6%
Cc1cccc(NS(=O)(=O)c2ccc3c(c2)OCCO3)c1	-1%	0%	-34	-25%	-13%	-12%
Cc1cc(NC(=O)c2cccc(S(=O)(=O)N3CCOCC3)c2)c2ccccc2n1	0%	?	-32	-10%	-29%	?
CC(NC(=S)NC1CCC(C(C)(C)C)CC1)c1ccccc1 (centres undefined)	9%	?	-82*	-27%	9%	?
C=CCNC(=O)c1ccc(NC(=O)CC2SC(N3CCCC3)=NC2=O)cc1 (centres undefined)	nt	-4%	-10	-15%	-15%	17%
CCN(CC)S(=O)(=O)c1ccc(NC(=O)CCNC(=O)c2ccccc2)cc1	7%	1%	-21	-10%	0%	18%
O=C(COC(=O)CNC(=O)c1ccco1)Nc1ccc(F)cc1	1%	4%	7	-17%	15%	23%
CCCOc1ccc(Oc2nc(-c3ccncc3)nc3ccccc23)cc1	3%	-5%	-7	-7%	2%	?
Cc1cc(N2C(=O)C3C4CCC(C4)C3C2=O)no1 (centres undefined)	5%	3%	-16	-4%	4%	6%
CN1CCN(C2=CC3=CC(=C(C#N)C#N)CCC3CC2)CC1 (centres undefined)	-22%	0%	nt	-1%	?	?
Cc1ccc2nc(N(Cc3cccnc3)C(=O)CCS(=O)(=O)c3ccccc3)sc2c1	nt	-1%	8	nt	?	nt
CC(C)(C)N(C=C(Cl)Cl)C(=O)NC1CCCCC1	1%	1%	20	-12%	?	8%
CN(c1ccccc1C(=O)Nc1cccnc1)S(C)(=O)=O	3%	-2%	3	nt	0%	15%
Cc1ccc(C(=O)N/N=C/C=C/c2ccccc2)cc1	8%	0%	-35	-28%	15%	22%
O=C(Nc1ccccc1)c1ccc(S(=O)(=O)NCc2ccco2)cc1	2%	-7%	-5	-35%	?	?
COC(=O)c1cn(Cc2ccccn2)c(=O)c2ccccc12	2%	3%	-5	-9%	0%	-10%
CCC(C)(C)NC(=O)c1cc(C(=O)OC)cc([N+](=O)[O-])c1	1%	-7%	-13	0%	-13%	15%
COc1cc2[nH]c(=S)n(Cc3ccc(C)o3)c(=O)c2cc1OC	3%	-7%	-10	-5%	?	-13%
CCc1ccc(-c2nc(CS(=O)CC(=O)NCCCN3CCOCC3)c(C)o2)cc1 (centres undefined)	nt	-1%	-27	72%[activator]	35µM*	0%
Cc1cc(C)n2nc(SC(C)C(=O)Nc3ccccc3F)nc2n1 (centres undefined)	nt	nt	-9	-10%	nt	-7%
CC1CCCCN1Cc1c(O)ccc2c(=O)c(-c3ccc(Cl)cc3)coc12 (centres undefined)	-3%	?	15&32	5%	7%&8%	?
